Bioassay records as filed in PubChem BioAssay.
Artemis inh: inhibitors of human Artemis endonuclease activity; Q96SD1; recombinant Artemis, quenched FAM hairpin cleavage fluorescence; inhibition, % at 10 µM; hit rate 0.78% among 30,000; AID 686954;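 active means at 10 µM dose, at least 30% inhibition, measured as corrected fluorescence normalized to stimulator and neutral control wells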
Target sequence (Q96SD1 whole entry, looked up): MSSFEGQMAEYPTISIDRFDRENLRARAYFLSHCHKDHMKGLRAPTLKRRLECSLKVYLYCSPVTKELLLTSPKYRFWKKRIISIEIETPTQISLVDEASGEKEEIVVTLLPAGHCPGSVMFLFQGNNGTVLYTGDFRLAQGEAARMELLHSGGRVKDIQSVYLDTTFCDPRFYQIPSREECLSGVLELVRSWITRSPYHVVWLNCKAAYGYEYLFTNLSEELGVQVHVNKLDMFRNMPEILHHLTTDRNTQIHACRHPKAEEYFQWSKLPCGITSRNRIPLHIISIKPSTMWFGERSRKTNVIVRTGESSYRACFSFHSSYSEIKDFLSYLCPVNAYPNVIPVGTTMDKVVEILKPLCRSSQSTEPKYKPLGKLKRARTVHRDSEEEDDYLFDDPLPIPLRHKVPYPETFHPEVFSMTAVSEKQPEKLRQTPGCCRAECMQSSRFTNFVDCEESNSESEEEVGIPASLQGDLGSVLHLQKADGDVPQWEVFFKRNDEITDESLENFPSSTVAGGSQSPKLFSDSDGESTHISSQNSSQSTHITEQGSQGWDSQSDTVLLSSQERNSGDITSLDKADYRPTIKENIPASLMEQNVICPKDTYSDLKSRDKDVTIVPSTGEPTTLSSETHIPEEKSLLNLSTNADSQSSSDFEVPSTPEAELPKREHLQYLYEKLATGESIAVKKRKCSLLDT
An asterisk follows results filed as active.

SMILES	Artemis inh
Cn1cnc([N+](=O)[O-])c1Nc1ccc(O)cc1	1
CC(=O)c1cnc2c(-c3ccc(Cl)cc3)c(C)nn2c1C	-3
O=C(CSCc1cccs1)N1CCCC1	-7
c1ccc(Oc2cccc(OCCCCSc3ncccn3)c2)cc1	-1
CNC(=O)c1ccccc1-c1ccccc1	-2
COCc1nc2ccccc2n1CCCOc1ccccc1	-2
C1=CCC(/C=N/n2cnnc2)CC1 (centres undefined)	-6
C=CCn1c(SCC(=O)Nc2ccc(N(C)C)cc2)nnc1-c1cccc(C)c1	-3
COCC(=O)Nc1nnc(COc2ccc(Cl)cc2)s1	-4
CCCc1nc2sc3c(c2c(=O)n1NC(=O)CCCl)CCCC3	-7
O=C(NC1CCCCC1)N1CCN(Cc2nc3ccccc3c(=O)[nH]2)CC1	2
O=C(c1cccc(S(=O)(=O)N2CCOCC2)c1)N(CCO)Cc1ccccc1	8
Cc1c(Cl)c([N+](=O)[O-])nn1CC(=O)NC1CCCCC1	-4
CCOC(=O)c1cc(-c2ccccc2)sc1N	-4
CN(C(=O)c1cccc(Nc2ccc(-c3ccc4c(c3)OCCO4)nn2)c1)C1CCCCC1	24
O=C(CSc1ncnc2c1nnn2-c1ccc(F)cc1)NCC1CCCO1 (centres undefined)	0
CN(C)C(=O)CCN1CCOCC1	-2
COc1ccccc1CNC(=O)CSc1nc(N)c(C#N)c(-c2cccs2)c1C#N	12
CCOCC(=O)Nc1nc2ccc(S(C)(=O)=O)cc2s1	-8
Cc1cc(C(C)(C)C)ccc1OCCN(C)C	-11
CCCCNS(=O)(=O)c1ccc2nc(SCC(=O)c3ccc(C#N)cc3)[nH]c2c1	4
COc1cc(/C=C/C(=O)O)cc(S(=O)(=O)NCCCO)c1OC	-4
N#Cc1c(SCc2ccccc2)sc(C(=O)c2ccccc2)c1N	3
COC(=O)C1=C(C)N(C)C(C)=C(C(=O)OC)C1c1ccc(C(=O)OC)cc1	-23
CCOc1ccc2c(c1)-c1c(ssc1=S)C(C)(C)N2C	7
Cc1cc(NC(c2ccc(Cl)cc2)c2ccc3cccnc3c2O)no1 (centres undefined)	10
O=C1CCC(=O)N1CN(C(=O)c1ccco1)c1ccc(Cl)c(Cl)c1	-8
CCOc1cc(/C=C2\SC(=S)N(Nc3ccccc3)C2=O)ccc1O	6
N#CCCn1ncn(-c2ccccc2)c1=S	0
CC(C)Oc1ccc(Cn2c(=O)sc3ccccc32)cc1	3
CCCCC(=O)Nc1cc(N(C)C)nc2ccccc12	-4
COc1cc2[nH]c3c(=O)n(CCN(C(C)C)C(C)C)cnc3c2cc1OC	6
CCC(Sc1nc(C)cc(=O)[nH]1)C(=O)Nc1nnc(C)s1 (centres undefined)	3
COCCCNS(=O)(=O)c1ccc(S(=O)(=O)N2CCCC2)cc1	1
CC1(C)Cc2nc3sc4c(SCC(=O)NCc5ccco5)ncnc4c3cc2CO1	9
O=C(Nc1ccc(N2CCCCC2)cc1)c1ccc(F)cc1	10
CC(C)N(C(=O)CSc1ncnc2sc(-c3ccccc3)cc12)C(C)C	-4
Cn1cc(Br)c(C(=O)NC2CCCCC2)n1	-7
O=C(Nc1nnc(SCc2ccccc2)s1)c1cc2c(s1)CCCC2	6
CCOc1ccccc1OCC(=O)O	-4
O=[N+]([O-])c1ccc(N2CCCCCC2)c(S(=O)(=O)N2CCCCC2)c1	9
CCOC(=O)c1cnn2c(C(F)F)cc(C3CC3)nc12	-1
CCNC(=O)CN1c2cccc3cccc(c23)S1(=O)=O	8
COC(=O)C1=C(N)c2ccccc2C1(C#N)c1ccccc1 (centres undefined)	-7
O=C1CCC2CCCCC2(O)O1 (centres undefined)	0
O=C(NCc1ccc(F)cc1)C1CC(=O)N(CCc2ccccc2)C1 (centres undefined)	-3
CCCCOC(=O)CSc1nnc(-c2ccc(Cl)cc2Cl)o1	-2
CCN(CC)S(=O)(=O)c1ccc2[nH]cc(C(=O)NCCc3ccccc3)c(=O)c2c1	-1
Cn1c2c(c(=O)n(C)c1=O)CN(Cc1ccc3c(c1)OCO3)CN2	4
NC(=O)c1ncc(C(F)(F)F)cc1Oc1cccc(C(F)(F)F)c1	-4
CSc1nsc(SC)c1C(=O)NCCNS(=O)(=O)c1ccc(C)cc1	0
COC(=O)c1nn(-c2ccccc2)nc1-c1nn(-c2ccccc2)nc1C(=O)OC	-5
O=C(CSc1nnc(-c2cccs2)n1Cc1ccccc1)N1CCc2ccccc2C1	13
C=COCCNC(=O)Nc1ccc(Cl)cc1Cl	-8
Cc1csc(NC(=O)c2ccccc2O)n1	-2
Cc1cccc(C)c1N1CCN(c2ccc3nnc(C(F)(F)F)n3n2)CC1	21
O=C(NCC(c1cccnc1)N1CCN(c2ccccc2F)CC1)OCc1ccccc1 (centres undefined)	-1
O=C(Nc1ccc2c(c1)OCO2)C1CC(c2ccc(Cl)cc2)=NO1 (centres undefined)	-3
S=c1[nH]nc(C2COc3ccccc3O2)o1 (centres undefined)	31*
Cc1[nH]n(-c2ccccc2)c(=O)c1C=Nc1cnc2ccccc2c1	0

Other entries
SMILES	Artemis inh
Cc1cccc(OCc2nc3ccccc3c(=O)n2N)c1	-10
CSc1nsc(SCC(=O)N2CCN(c3ccccc3)CC2)n1	0
O=C(CN1CCCN(Cc2ccc(F)cc2Cl)C1=O)NCc1ccccc1	11
CCOC(=O)c1ccc(NC(=O)CCC(=O)OC)cc1	6
O=C(O)Cn1c(P(=O)(O)c2ccccc2)nc2ccccc21	5
Clc1ccc2[nH]c3c(NCCCN4CCOCC4)ncnc3c2c1	-2
COC(=O)C1=C(N)Oc2cc(C)n(Cc3ccncc3)c(=O)c2C1c1cccnc1 (centres undefined)	0
CCCOc1ccc(CSC2=NCCN2)cc1[N+](=O)[O-]	2
COc1ccc(-c2noc(CSc3nc(N)c(-c4ccccc4)c(=O)[nH]3)n2)cc1OC	5
Cc1sc2ncn3c(C)nnc3c2c1C	-1
COc1cccc(NC(=O)C(NC2CCCC2)c2ccccc2)c1 (centres undefined)	-8
COc1ccccc1NC(=O)CN1C(=O)CCS(=O)(=O)c2ccccc21	-1
O=C(C1CCCO1)N1CCC(O)(c2ccccc2)CC1 (centres undefined)	-6
COC(=O)Nc1c(C(=O)OC)cc(OC)c(OC)c1OC	-4
COC(=O)CSc1nc(NC(C)C)nc(N2CCOCC2)n1	-9
O=C(CSc1nc(-c2ccccc2)cc(=O)[nH]1)N1CCOCC1	4
Cc1cc(-c2ccccc2)nc(N(C)NC(=O)c2cccc(C(F)(F)F)c2)c1S(C)(=O)=O	-7
CNc1nc(OC)nc(N2CCOCC2)n1	11
CCn1nccc1C(=O)Nc1cc(Cl)ccc1Cl	4
Cc1ccc(S(=O)(=O)CCC(=O)OCC(=O)Nc2cc(C)on2)cc1	-2
CC(=O)c1cc(-c2ccccc2)n(CC(=O)N2CCC(N3CCCCC3)CC2)c1C	6
Cc1cccc(-n2c(N)cc(=O)[nH]c2=S)c1C	-5
CCOC(=O)c1ccc2c(c1)nc(SCc1cn3ccsc3n1)n2CC	1
Cc1cc(NC(=O)c2ccc3c(c2)C(=O)N(C2CCCCC2)C3=O)no1	-4
Cc1ccc(C(=O)N2CCN(c3ccc(NC(=O)c4cccnc4)cc3)CC2)cc1	1
O=C(c1ccc(S(=O)(=O)N2CCOCC2)cc1)N1CCN=C1SCc1cccnc1	-3
O=C(NC(=S)Nc1ccc2oc(-c3cccnc3)nc2c1)c1cccc(Cl)c1	11
NC1=NC(=O)CC(C(=O)NCCc2ccccc2)S1 (centres undefined)	-9
Cc1cc(NCCCN)nc(-c2ccccc2O)n1	3
CC(C)(C)OC(=O)N1Cc2ccccc2C[C@H]1C(=O)O	2

(cont.)
SMILES	Artemis inh
O=C(CSc1ccc(Cl)cc1)Nc1ccccc1N1CCN(C(=O)c2ccccc2)CC1	9
Cc1cc(O)c2c(-c3ccccc3)cc(=O)oc2c1	6
O=C(Nc1nccs1)c1cc(S(=O)(=O)N2CCOCC2)ccc1Cl	0
CCC(C)(C)n1nnnc1C(c1ccc(OC)c(OC)c1)N1CCN(c2ccccc2)CC1 (centres undefined)	-4
CCOC(=O)CSc1nnc([C@@H](NC(=O)OC(C)(C)C)C(C)C)o1	-2
O=C(NCc1ccco1)c1cc(-c2ccccc2)nc2ccccc12	-2
Cc1ccc(OCC(O)CNC(=O)c2ccccc2C(=O)O)cc1 (centres undefined)	5
O=C(Nc1ccc(Cl)cc1)OCc1cncs1	-5
Cc1ccc(SCCNC(=O)c2ccccc2C)cc1	4
O=C1CCSc2ccc(Cl)cc2N1Cc1cccc(Cl)c1	1
CS(=O)(=O)N1CCN(C(=O)c2cc(-c3ccncc3)nc3ccc(Cl)cc23)CC1	-3
COc1ccc(CCC(N)=O)cc1OC	-3
c1cc(-c2nn[nH]n2)ccc1CN1CCCCC1	-4
Cc1cc(=O)oc(C)c1C(=O)N1CCN(c2ccc(F)cc2)CC1	3
CC(=O)Nc1nc(CC(C)C)cc2c1c(=O)oc1ccccc12	-2
C=CCNc1nc(N2CCCCC2)c(C#N)c2c1CN(Cc1ccccc1)CC2	19
CCOc1ccc(NC(=O)CC2CC(C)(C)OC2=O)cc1 (centres undefined)	7
CC(=O)Nc1cccc(N2C(=O)CC(N3CCC(C(=O)N4CCCCC4)CC3)C2=O)c1 (centres undefined)	-15
FC(F)(F)Oc1ccc(Nc2nc3ccccc3o2)cc1	1
CC1CCN(C(=S)NC(=O)C2CCCCC2)CC1	5
O=C(Cc1ccc(S(=O)(=O)N2CCCC2)s1)NC1CCCCCC1	1
CCOC(=O)/C(C#N)=C/c1cc(C)n(-c2ccc(C)cc2)c1C	11
COc1ccc(C(c2nnnn2C2CCCC2)N2CCN(c3ccccc3)CC2)cc1 (centres undefined)	17
O=C(OCCN1C(=O)c2ccccc2C1=O)c1cc(S(=O)(=O)N2CCOCC2)ccc1Cl	1
CCOC(=O)N1CCN(S(=O)(=O)c2ccc(Br)s2)CC1	2
Cc1nc(-c2cccc(S(=O)(=O)N3CCC(C)CC3)c2)cs1	-10
CCCn1c2ccccc2c2nnc(SCC(=O)Nc3ncccn3)nc21	10
NC(=S)N/N=C/c1ccc(-c2cc(Cl)cc(Cl)c2)o1	17
CCN(CCCNC(=O)C1CCN(S(=O)(=O)c2c(C)[nH]c(=O)[nH]c2=O)CC1)c1cccc(C)c1	2
COc1ccc(S(=O)(=O)CCc2nc3ccccc3s2)cc1	-3
O=C(CN1C(=O)c2ccccc2C1=O)c1ccccc1	-3
O=C(C1=C(O)C(=O)N(Cc2ccccc2)C1c1ccco1)c1ccco1 (centres undefined)	4
Cc1ccc(SCC(=O)Nc2cccc(NC(=O)c3ccco3)c2)cc1	0
c1ccc(CC2CNc3ccccc3CN2)cc1 (centres undefined)	4
COc1ccc2[nH]c(=O)c(CN(Cc3nnnn3Cc3ccco3)C3CCCCC3)cc2c1	26
Cc1ccc2c(NC(=O)C3CC3)cccc2n1	-12

The list goes on; it opens with the four that closed the last part.
SMILES	Artemis inh
Cc1ccc(SCC(=O)Nc2cccc(NC(=O)c3ccco3)c2)cc1	0
c1ccc(CC2CNc3ccccc3CN2)cc1 (centres undefined)	4
COc1ccc2[nH]c(=O)c(CN(Cc3nnnn3Cc3ccco3)C3CCCCC3)cc2c1	26
Cc1ccc2c(NC(=O)C3CC3)cccc2n1	-12
O=c1c(Cc2ccc(F)cc2)c(O)ccn1Cc1ccc(Cl)cc1Cl	-6
CC1CCN(Cc2nc3c(c(=O)n(C)c(=O)n3C)n2CCc2ccccc2)CC1	6
CCN(CC)CCCN1C(=O)c2oc3ccccc3c(=O)c2C1c1cccnc1 (centres undefined)	-7
CC1(C)[N+]([O-])=C2C(=[N+]([O-])C1(C)C)c1ccccc1/C2=N\O	-10
O=Cc1ccccc1Oc1ccccc1	-8
Cn1c(Cl)c(/C=N/OC(=O)c2cccc(Cl)c2)c2ccccc21	-6
CCN(CC)S(=O)(=O)c1cccc(-c2nnc(SCCOc3ccc(Cl)cc3)o2)c1	8
Cn1cnc(S(=O)(=O)Nc2ccc(C(F)(F)F)cc2)c1	6
CCNc1nc(Oc2ccccc2)nc(OC(C)C(=O)OCC)n1 (centres undefined)	0
Cc1ccc(CN2C(=O)CCC2C(=O)NCc2ccc3c(c2)OCO3)cc1 (centres undefined)	-2

Entries above containing an NH in an aromatic ring:
SMILES	Artemis inh
O=C(NC1CCCCC1)N1CCN(Cc2nc3ccccc3c(=O)[nH]2)CC1	2
CCCCNS(=O)(=O)c1ccc2nc(SCC(=O)c3ccc(C#N)cc3)[nH]c2c1	4
COc1cc2[nH]c3c(=O)n(CCN(C(C)C)C(C)C)cnc3c2cc1OC	6
CCC(Sc1nc(C)cc(=O)[nH]1)C(=O)Nc1nnc(C)s1 (centres undefined)	3
CCN(CC)S(=O)(=O)c1ccc2[nH]cc(C(=O)NCCc3ccccc3)c(=O)c2c1	-1
S=c1[nH]nc(C2COc3ccccc3O2)o1 (centres undefined)	31*
Cc1[nH]n(-c2ccccc2)c(=O)c1C=Nc1cnc2ccccc2c1	0
Clc1ccc2[nH]c3c(NCCCN4CCOCC4)ncnc3c2c1	-2
COc1ccc(-c2noc(CSc3nc(N)c(-c4ccccc4)c(=O)[nH]3)n2)cc1OC	5
O=C(CSc1nc(-c2ccccc2)cc(=O)[nH]1)N1CCOCC1	4
Cc1cccc(-n2c(N)cc(=O)[nH]c2=S)c1C	-5
c1cc(-c2nn[nH]n2)ccc1CN1CCCCC1	-4
CCN(CCCNC(=O)C1CCN(S(=O)(=O)c2c(C)[nH]c(=O)[nH]c2=O)CC1)c1cccc(C)c1	2
COc1ccc2[nH]c(=O)c(CN(Cc3nnnn3Cc3ccco3)C3CCCCC3)cc2c1	26

Not all compounds are listed; the hit share may differ from the screen's.
